FBPA Giardia inh – qHTS Assay for Inhibitors of Fructose-1,6-bisphosphate Aldolase from Giardia Lamblia; A8B2U2; purified Giardia FBPA; Potency, µM (top dose mostly 59.6 µM), for inactives: top-dose activity, negative = inhibition, hits mostly inhibitors; actives 0.71% (n = 290,000); AID 2451, 2010; note: potency is the fitted concentration of half-maximal effect; % is set by controls: 0 for no effect and ±100 for the full control effect; nearly all actives have a fitted effect of over 55% in size
Target sequence (A8B2U2 whole entry, looked up): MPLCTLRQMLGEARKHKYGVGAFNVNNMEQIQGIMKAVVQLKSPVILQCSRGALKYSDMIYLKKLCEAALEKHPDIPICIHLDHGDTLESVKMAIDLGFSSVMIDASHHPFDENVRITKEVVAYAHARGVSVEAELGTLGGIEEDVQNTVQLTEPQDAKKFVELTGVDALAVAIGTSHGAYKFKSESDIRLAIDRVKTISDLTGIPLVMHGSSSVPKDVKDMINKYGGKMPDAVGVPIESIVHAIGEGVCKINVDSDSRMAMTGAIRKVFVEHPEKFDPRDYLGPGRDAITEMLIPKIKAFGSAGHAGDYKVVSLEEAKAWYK
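40 nM FBPA preincubated 10 min at RT with compound (up to 57.5 uM final), then substrate plus GAPDH/TPI/NAD/arsenate coupling and diaphorase/resazurin added. Fluorescence read after 20 min at RT, 525/598 nm.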
Shiga toxin inh – A qHTS for Small Molecule Inhibitors of Shiga Toxin; Vero cells, Shiga toxin protein synthesis inhibition reporter; inhibition, % at 38.7 µM; actives 9.2% (n = 290,000); in the data active = inhibition mostly above about 28%, no sharp cut-off; inactive = mostly below about 43%; note: 0% is about no effect
Pf growth 48h – Primary qHTS for delayed death inhibitors of the malarial parasite plastid, 48 hour incubation; P. falciparum luciferase growth in erythrocytes, 48 h; Potency, µM (highest dose often 28.7 µM), without a hit: at the highest dose activity change, negative = inhibition, hits mostly inhibitors; actives 5.9% (n = 310,000); AID 504832, 2011; note: potency is the fitted concentration of half-maximal effect; % is set by controls: 0 for no effect and ±100 for the full control effect
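Growth was read as firefly luciferase luminescence after a 48 h, 37 C, 5% CO2 exposure of compounds to reporter-bearing P. falciparum cultures (0.1% parasitemia, 2% hematocrit final) in Albumax-supplemented RPMI 1640.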
CHX counter – Cycloheximide Counterscreen for Small Molecule Inhibitors of Shiga Toxin; cell reporter, cycloheximide protein synthesis inhibition counterscreen; max response, %; actives 12% (n = 300,000); AID 2314, 2010; in the data active = max response mostly above about 13%, no sharp cut-off; inactive = mostly below about 14%; note: read at 38.3 µM for the half of the compounds with a filed dose; 0% is about no effect
HCV inhibitor – qHTS Assay for Inhibitors of Hepatitis C Virus (HCV). Huh7.5.1 HCVcc-Cre infection, luciferase reporter, 44 h. Potency, µM (top dose mostly 41.8 µM), for inactives: top-dose activity change, negative = inhibition, actives largely listed as inhibitors. actives 3.4% (n = 340,000). AID 651820, 2012; note: potency is the fitted concentration of half-maximal effect; % is set by controls: 0 for no effect and ±100 for the full control effect
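Compounds are dispensed onto cells plated 4 h earlier at 1,000 per well, with HCVcc-Cre virus (about 0.5 moi) added next. Following 44 h of culture, luminescent signal is measured for 15 sec after 15 min with substrate at room temperature.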
Pf growth 96h – Primary qHTS for delayed death inhibitors of the malarial parasite plastid, 96 hour incubation; P. falciparum luciferase reporter growth, 96 h; actives 6.9% (n = 320,000); Potency, µM (series often up to 28.7 µM), without a hit: at the top dose activity change, negative = inhibition, actives largely listed as inhibitors; note: potency is the fitted concentration of half-maximal effect; % is set by controls: 0 for no effect and ±100 for the full control effect
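Two-generation exposure (96 h) targets delayed-death phenotype. Reporter parasites carrying integrated firefly luciferase, in red cells at 2% hematocrit and 0.05% parasitemia final, kept at 37 C, 5% CO2; luminescence loss indicates inhibition.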
* = called active by the depositor; i = inactive; ? = inconclusive; nt = no result given; & = joins results of further samples; [ ] = dose if it differs, or a comment. Unless noted, calls come from the whole dose curve; as a rule, active = well fitted curve in the direction sought with a large enough effect; inconclusive = small, poorly fitted or top-dose-only effect, or another doubt; inactive = no such curve, though single readings can be large; an effect the other way counts as inactive or inconclusive.

no.	SMILES	Pf growth 48h	Shiga toxin inh	FBPA Giardia inh
1	COc1ccc(Cc2nnc(-c3ccccc3)o2)cc1	118%[activator]	43*	7%
2	Cc1cccc(-c2noc(-c3ccoc3C)n2)c1	168%[activator]	100*	1%
3	CCN(C(=O)CSc1nc2ccccc2o1)c1c(N)n(Cc2ccccc2)c(=O)[nH]c1=O	-9%	nt	nt
4	CCCCCCCc1c(C)nc(N2CCOCC2)[nH]c1=O	1.5µM*	-12	10%
5	CC(Oc1ccc(/C=N/NC(=O)Cc2cccc3ccccc23)cc1)C(=O)O (stereo unspecified)	-4%	-3	16%
6	CC1(C)Cc2cccc(OCC(=O)N3CCN(c4ccccc4F)CC3)c2O1	?	nt	nt
7	CC(C)Cn1c(N2CCN(CC(=O)Nc3ccc(Cl)cc3)CC2)nc2ccccc21	9%	-10	2%
8	c1ccc(Cc2cc[n+](Cc3ccccc3)cc2)cc1	1.2µM*	-12	-3%
9	CN(CCc1ccccn1)C(=O)Nc1ccc(F)cc1	9%	3	0%
10	O=C(Cn1cnc2ccc(Br)cc2c1=O)c1cccs1	31%[activator]	22	2%
11	O=C(CN1CC=C(c2ccccc2)CC1)NC(=O)NCc1ccccc1	-2%	24	-7%
12	O=C(CCS(=O)(=O)c1cccs1)N1CCN(c2ccc(F)cc2)CC1	25%	79*	3%
13	COc1ccc(C)cc1NC(=O)C(c1ccccc1)N1CCN(CC(=O)N2CCOCC2)CC1 (stereo unspecified)	9.3µM*	nt	nt
14	O=C(Nc1cccnc1)C1=NN(C2CCS(=O)(=O)C2)C(=O)CC1 (stereo unspecified)	-7%	17	3%
15	Cc1cc(C)c(S(=O)(=O)Cc2ccccc2)c(=O)[nH]1	1%	-3	5%

no.	Pf growth 96h	CHX counter	HCV inhibitor
1	12µM*	44*	3%
2	82%[activator]	35*	-12%
3	-16%	nt	-18%[8.37 µM]
4	nt	-5	12%
5	3%	1	9%
6	?	nt	?
7	27%	4	?
8	-10%	-4	21%
9	-11%	-5	3%
10	49%[activator]	2	9%
11	-10%	-1	6%
12	16%	41*	10%
13	?	nt	-17%
14	?	-2	0%
15	?	-2	14%

The list goes on:
no.	SMILES	Pf growth 48h	Shiga toxin inh	FBPA Giardia inh
16	CCOC(=O)C1CCN(C(=O)c2ccccc2N(C)S(C)(=O)=O)CC1	20%	-13	0%
17	CC(=O)c1ccc(-n2c(SCC(=O)c3c[nH]c4ccccc34)nc3ccccc3c2=O)cc1	12µM*	7	-2%
18	COC(=O)c1cc(-c2ccc(OC)c(OC)c2)n[nH]1	nt	-3	2%
19	Cc1c2ccncc2c(C)c2c1[nH]c1ccccc12	1µM*	2	-8%
20	C=CCn1c(SCc2ccc(Br)cc2F)nc2cc(C(=O)O)ccc2c1=O	11%	7	-2%
21	CN(C)CCNC(=O)C1CCCNC1=O (stereo unspecified)	-19%	-10	0%
22	COc1ccccc1NC1=NCC(=O)N1Cc1ccccc1	5%	-2	-6%
23	C[C@@]12C=Cc3occc3[C@H]1CC[C@]13CC(=O)[C@@H](CC[C@H]12)C3	nt	2	3%
24	O=P1(Oc2ccccc2)CC(O)C(O)C(COCc2ccccc2)O1 (stereo unspecified)	nt	-1	1%
25	COc1ccc(C(=O)C[n+]2ccc(-c3nnc4n3CCCCC4)cc2)cc1	10%	4	-17%
26	CCN(c1ccccc1C(=O)O)S(=O)(=O)c1ccc2[nH]c(=O)[nH]c2c1	14%	3	1%
27	OC1(c2ccc(F)cc2)CCN(Cc2cccnc2)CC1	-23%	nt	-5%
28	CCN(CC(=O)NCc1ccc(F)cc1)C(=O)/C=C/c1ccco1	21%	-3	0%
29	COc1ccc(CC(=O)N/N=C/c2cc(Br)cs2)cc1OC	-6%	nt	2%
30	O=C(NC1CC1)C1=C[C@@H](C2CCCCC2)C[C@@H](OCc2ccc(CO)cc2)O1	?	-7	4%

no.	Pf growth 96h	CHX counter	HCV inhibitor
16	-2%	-4	1%
17	?	15	?
18	-29%	1	-4%
19	1µM*	5	?
20	5%	-6	18%
21	9%	4	14%
22	22%	-5	20%
23	nt	15	nt
24	nt	6	nt
25	8%	9	3%
26	9%	-5	17%
27	?	-1	-1%
28	-11%	1	4%
29	?	-2	-27%
30	?	1	-23%

Continued.
no.	SMILES	Pf growth 48h	Shiga toxin inh	FBPA Giardia inh
31	Cc1ccc(Nc2nc(N3CCOCC3)nc(N3CCOCC3)n2)cc1C	?	8	?
32	O=C(NCCN1C(=O)S/C(=C/c2cccnc2)C1=O)C1CC(=O)N(Cc2ccccc2)C1 (stereo unspecified)	-8%	-6	5%
33	N#CCSc1nnc(Cc2ccc3c(c2)OCO3)o1	?	11	0%
34	COc1ccc(NC(=O)COC(=O)Cn2cnc3ccccc3c2=O)c(OC)c1	-15%	nt	nt
35	Cc1ccc(C(=O)OCC(=O)NC(=O)NCc2ccccc2)cc1C	-14%	nt	nt
36	Cc1cc(NCC2CCCO2)n2c(nc3ccccc32)c1C#N (stereo unspecified)	?	-15	-19%
37	CCC(/C=N/NC(=O)C(N)=O)CC	12%	3	9%
38	COCc1ccc(C(=O)NC2CCCN(Cc3ccccc3F)C2)o1 (stereo unspecified)	-3%	-26	nt
39	C#CCOCCOCCOCCNc1nc(N2CCN(C(=O)Cn3cc(CC(C)O)nn3)CC2)nc(N2CCN(C(=O)Cn3cc(CC(C)O)nn3)CC2)n1 (stereo unspecified)	23%	-10	1%
40	Cn1nc(C(=O)Nc2cccnc2)c2ccccc2c1=O	29%	-7	1%
41	COc1cc(C(CCN2CCOCC2)c2c(OC)cc(OC)c3c2OC(=O)CC3c2ccc(N(C)C)cc2)cc(OC)c1OC (stereo unspecified)	?	-21&-4	-9%&0%
42	CC(C)(C)NC(=O)Cn1cc(C(=O)c2ccccc2F)c2ccccc21	-1%	-6	3%
43	O=C(COC(=O)C1(c2ccccc2F)CCCC1)N1CCOCC1	-2%	24	5%
44	O=C(c1cccnc1)N1N=C(C2CC2)CC1(O)C(F)(F)F (stereo unspecified)	0%	-6	1%
45	CCn1c(O)c(C=Nc2ccccc2)sc1=S	i	85*	?

no.	Pf growth 96h	CHX counter	HCV inhibitor
31	?	-1	10%
32	-2%	-2	-6%
33	0%	-1	5%
34	-24%	nt	11%
35	?	nt	8%
36	?	1	-24%
37	11%	8	17%
38	?	-1	14%
39	-1%	-2	8%
40	nt	-3	-2%
41	?	5&-4	-10%
42	nt	-2	4%
43	nt	6	15%
44	-1%	1	-4%
45	-69%[1.15 µM]	38*	0%

More entries.
no.	SMILES	Pf growth 48h	Shiga toxin inh	FBPA Giardia inh
46	Cn1c(CNc2nc3ccccc3n2C)nc2ccccc21	282%[activator]	77*	4%
47	COC(=O)c1ccccc1NC(=O)CN(C)S(=O)(=O)c1ccc(OC)cc1	-8%	11	4%
48	O=C1Nc2ccccc2/C1=N\N=C\c1ccc(O)c(O)c1	2%	5	-28%
49	CC1=C(C(=O)Nc2ccccc2)C2(CCCCC2)C(C(N)=O)C(=S)N1 (stereo unspecified)	-6%	-8	1%
50	CCOC(=O)c1cccc(N2C(=O)C3C4C=CC(CC4)C3C2=O)c1 (stereo unspecified)	2%	17	5%
51	COc1ccc(-n2[nH]c(C)cc2=O)cc1	-9%	10	?
52	COc1ccc(CCNC(=O)c2nc(-c3cccs3)no2)cc1OC	1%	7	-4%
53	COCCN1CCN(C(=O)c2cc(COc3ccc(F)c(F)c3)on2)CC1	14%	26	nt
54	O=c1oc2cc(OCc3c(F)cccc3Cl)ccc2cc1-c1ccccn1	12%	-9	6%
55	C=CCn1c(COc2cccc(C)c2C)nnc1SCC(=O)N1CCN(c2ccccc2)CC1	?	2	-1%
56	COc1ccc(CCNC(=O)CC(=O)NCCc2ccc(OC)cc2)cc1	?	-3	5%
57	COC(=O)c1ccccc1NC(=O)Nc1cc(C)ccn1	27%	-5	3%
58	CCN1CCN(CC(O)COc2ccc3c(C)cc(=O)oc3c2)CC1 (stereo unspecified)	11%	15	-7%
59	CCOC(=O)Cn1c2[n+](c3ccccc31)CC(O)CS2 (stereo unspecified)	-19%	21	7%
60	CC(C)CN(C(=O)C1CSC2(C)CCC(=O)N12)c1c(N)n(Cc2ccccc2)c(=O)[nH]c1=O (stereo unspecified)	?	-10	nt

no.	Pf growth 96h	CHX counter	HCV inhibitor
46	138%[activator]	68*	7%
47	6%	1	-14%
48	-2%	9	-26%
49	38%	-1	3%
50	19%	3	2%
51	-23%	3	5%
52	3%	-2	?
53	?	27*	nt
54	?	-2	4%
55	4%	-2	?
56	-2%	-2	3%
57	?	2	8%
58	28%	6	7%
59	nt	-3	9%
60	17%	-2	5%

Other results.
no.	SMILES	Pf growth 48h	Shiga toxin inh	FBPA Giardia inh
61	COc1ccc(-c2cn3nc(C)c(C)nc3n2)cc1OC	129%[activator]	nt	nt
62	COc1ccc(-n2nc3cc(C)c(N)cc3n2)cc1Cl	121%[activator]	39*	?
63	O=C(N/N=C/c1cc([N+](=O)[O-])ccc1N1CCCCCC1)c1ccccn1	?	31	?
64	COc1ccc(Nc2nccc(OC)c2C#N)cc1	10%	-7	0%
65	N#CC1=C(N)NC(=S)C(C(N)=O)C1c1ccccc1F (stereo unspecified)	22%	38	?
66	Nc1nc(C(F)(F)F)c(Br)c(=O)n1N	-18%	-3	0%
67	COc1ccc(-c2[nH]ncc2CN2CCCN(C(=O)c3ccco3)CC2)cc1F	-4%	-2	9%
68	COc1ccc(/C=C(\NC(=O)c2cccs2)C(=O)NN)cc1OC	-7%	-10	-1%
69	N#C/C(=C\c1cccnc1)C(=O)Nc1ccc(C(=O)O)cc1	4%	-6	-4%
70	CCn1c(=O)cc(SCC(=O)NCCCN2CCN(c3ccc(F)cc3)CC2)c2ccccc21	?	-3	-4%

no.	Pf growth 96h	CHX counter	HCV inhibitor
61	268%[activator]	nt	-7%
62	5%	40*	5%
63	?	16	?
64	32%[activator]	-7	3%
65	7%	-1	5%
66	18%	-3	25%
67	-13%	-2	2%
68	8%	3	12%
69	-22%	-2	12%
70	-10%	2	?

Bioassay records as filed in PubChem BioAssay.

This is a random part of the collection; about 24% have a hit in one of these screens.
